# Bioassay records deposited in PubChem by National Center for Advancing Translational Sciences (NCATS).
# GALK inh: inhibitors of human galactokinase (GALK). 44,000 tested, under 10 active. Potency, µM (top dose mostly 57.5 µM), inactives show at the top dose activity, negative = inhibition, usual class: inhibitors. recombinant GALK, Kinase-Glo ATP luminescence, 1 h. P51570;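 note: plate controls were full GALK reaction for no effect and reaction lacking GALK for full effect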
#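 5 nM GALK with 35 µM ATP and 100 µM galactose in HEPES pH 8.0, MgCl2, NaCl, DTT, BSA; 1 h RT reaction, remaining ATP detected by Kinase-Glo Plus luminescence after 10 min; qHTS concentration series.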
# PTAP-TSG101 blk: TSG101-PTAP interaction inhibition, HIV-1 budding; Potency, µM (series often up to 115 µM), for inactives: top-dose activity change, negative = inhibition, actives largely listed as inhibitors; AID 1347069; 44,000 tested, under 10 active; Fluorescence polarization, FITC-PTAP peptide/Tsg101, 20 min; note: potency is the fitted concentration of half-maximal effect; 0% is about no effect
#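 Fluorescence polarization binding of Tsg101 binding domain (10 uM final) to FITC-labeled PTAP-motif peptide (50 nM final) in HEPES pH 7.5/NaCl/Tween 20/EDTA/TCEP buffer; 20 min at r.t. Actives by curve class, <25 µM, efficacy <60% inhibition.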
# p53null 39C kill: p53 null cell cytotoxicity, nonpermissive temperature | H1299 p53-null (neo) cells, 39C, ATPlite viability, 24 h | Potency, µM (series often up to 46.1 µM), for the others: top-dose activity, negative = cell killing, hits mostly cytotoxic | actives 0.97% (n = 55,000);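 note: potency is the fitted concentration of half-maximal effect; 0% = DMSO only and -100% = full killing by 100 µM tamoxifen; nearly all actives have a fitted effect of over 50% in size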
#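 Concentration-response (up to 46 uM) was run for 24 h at the nonpermissive 39C on H1299-p53A138V or H1299-neo cells. ATP content was measured with ATPlite luminescence. AC50 values were Hill-modeled after normalizing between DMSO and 100 uM tamoxifen killing.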
# B2AR arrestin ag: ADRB2 beta-arrestin recruitment. P07550. HTLA Tango cells, beta-arrestin recruitment, luciferase luminescence, 18 h. Potency, µM (doses to about 46.1 µM), for inactives: at the highest dose activation, most hits filed as activators. 44,000 tested, under 10 active. AID 1347077;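 note: potency is the fitted concentration of half-maximal effect; 0% = DMSO and full agonism = EC100 isoproterenol or metaproterenol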
#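 First, Tango cells carrying beta2-AR and beta-arrestin fusions received compound up to 46 microM. After 18 hr at 37 degrees C, luciferase substrate was added for 15 minutes, then luminescence gave %Activity for curve fitting.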
# p53null 32C kill: p53 null cell cytotoxicity, permissive temperature; H1299-neo p53 null cells, ATP luminescence, 24 h, 32C; Potency, µM (series often up to 46.1 µM), for inactives: at the highest dose activity change, negative = cytotoxicity, usual class: cytotoxic; actives 0.62% (n = 55,000);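 note: potency is the fitted concentration of half-maximal effect; 0% = DMSO only and -100% = full killing by 100 µM tamoxifen; nearly all actives have a fitted effect of over 55% in size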
#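 AC50 values derive from Hill modelling of qHTS concentration-response data (up to 46 uM) in H1299-neo cells. Cells were treated 24 h at 32C following overnight attachment at 37C; viability was read as cellular ATP.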
# NTMT1 inh: blocks human N-terminal methyltransferase 1 activity. Potency, µM (titrated, usually from 114 µM), for the others: at the top dose activity change, negative = inhibition, hits mostly inhibitors. Q9BV86. actives 2.5% (n = 59,000). NTMT1 MTase-Glo SAH luminescence, purified enzyme;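 note: potency is the fitted concentration of half-maximal effect; plate controls were DMSO vehicle for no effect and no enzyme for full effect; nearly all actives have a fitted effect of over 65% in size; many of its hits are not listed in these tables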
# Target sequence (Q9BV86 whole entry, looked up): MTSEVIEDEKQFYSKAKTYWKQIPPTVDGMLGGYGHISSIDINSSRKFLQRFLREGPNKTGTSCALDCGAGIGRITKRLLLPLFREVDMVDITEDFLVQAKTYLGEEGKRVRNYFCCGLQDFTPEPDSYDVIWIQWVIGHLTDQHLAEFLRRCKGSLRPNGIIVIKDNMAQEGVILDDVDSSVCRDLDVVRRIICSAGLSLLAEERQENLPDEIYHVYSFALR
# FH mod: Identification of activators of human fumarate hydratase by quantitative high-throughput screening; AID 1347055, 2019; actives 0.22% (n = 54,000); Fumarate hydratase, mitochondrial (Homo sapiens), P07954; Potency, µM (series often up to 79.9 µM), inactives show at the top dose activity change, negative = inhibition, hits mostly inhibitors; FH coupled MDH/diaphorase resazurin fluorescence, 15 min; note: potency is the fitted concentration of half-maximal effect; % is set by controls: 0 for no effect and ±100 for the full control effect; the screen sought activators but most active calls are inhibition curves; nearly all actives have a fitted effect of over 45% in size
# Target sequence (P07954 whole entry, looked up): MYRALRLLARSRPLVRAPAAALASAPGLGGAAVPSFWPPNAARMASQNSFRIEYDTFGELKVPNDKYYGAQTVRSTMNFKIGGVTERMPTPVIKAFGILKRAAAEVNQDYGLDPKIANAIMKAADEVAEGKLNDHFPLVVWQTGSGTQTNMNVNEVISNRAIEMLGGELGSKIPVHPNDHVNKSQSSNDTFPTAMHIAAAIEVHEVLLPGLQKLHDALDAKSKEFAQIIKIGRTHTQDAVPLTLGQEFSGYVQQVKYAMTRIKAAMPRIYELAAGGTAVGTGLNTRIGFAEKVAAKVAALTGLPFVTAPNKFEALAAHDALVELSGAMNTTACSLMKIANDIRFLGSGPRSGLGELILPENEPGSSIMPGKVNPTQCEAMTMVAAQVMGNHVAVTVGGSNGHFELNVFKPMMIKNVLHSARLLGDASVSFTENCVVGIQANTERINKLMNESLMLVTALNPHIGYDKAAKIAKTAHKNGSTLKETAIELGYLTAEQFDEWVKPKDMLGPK
# Numbers without * were called inactive; ? = inconclusive; . = not tested or not shown; [ ] = remark or other dose. Calls come from the whole dose curve; as a rule, active = well fitted curve in the direction sought with a large enough effect; inconclusive = small, poorly fitted or top-dose-only effect, or another doubt; inactive = no such curve, though single readings can be large; an effect the other way counts as inactive or inconclusive. Only part of the results is shown; the hit share may differ from the screen's.
# Values run as follows: GALK inh	PTAP-TSG101 blk	p53null 39C kill	B2AR arrestin ag	p53null 32C kill	NTMT1 inh	FH mod
1. CNC(=O)c1ccc2nc(Cc3ccccc3)oc2c1
  -1.6%	1.8%	-20.2%	-0.5%	-11.3%	-3.3%	1.9%
2. O=C(Nc1ccc(Oc2ccccc2)cc1)C1CCN(S(=O)(=O)c2ccc(Cl)cc2)CC1
  -0.5%	-2.6%	-8.1%	-1.2%	-7.7%	-6.6%	5.5%
3. O=C(NCc1cccc(Br)c1)c1ccc(-n2cnc3cccnc32)cc1
  0.6%	-3.9%	0.2%	-0.3%	8.0%	-19.6%	-17.9%
4. CCc1ccc(CN(C(=O)c2nc(SC)ncc2Cl)C2CCS(=O)(=O)C2)cc1 (centres undefined)
  1.9%	1.8%	-10.3%	-0.9%	0.5%	-2.0%	-13.5%
5. COc1ccccc1NC(=O)CCNS(=O)(=O)c1ccc2c(c1)CCCC(=O)N2
  -10.8%	-4.6%	11.3%	-0.6%	-3.7%	13.6%	9.7%
6. Cc1ccc(NC(=O)Cn2c(=O)n(CCC(C)C)c(=O)c3cccnc32)cc1C
  5.3%	0.1%	-18.7%	0.3%	-0.5%	1.5%	3.0%
7. Cc1ccc(NC(=O)C2CCCN(S(=O)(=O)c3cccc4nsnc34)C2)cc1C (centres undefined)
  -0.8%	8.2%	-2.5%	0.4%	8.4%	2.3%	-6.0%
8. CSc1ccc(CCNC(=O)C(C)n2nc(C)c3c(C)n(-c4ccccc4)nc3c2=O)cc1 (centres undefined)
  -1.0%	-2.9%	23.5%	1.1%	-18.5%	-7.8%	-7.4%
9. COc1cccc(/C=C/c2nc(C#N)c(NCCN(C)C)o2)c1
  3.6%	-3.9%	-15.5%	-0.7%	-0.8%	?	3.7%
10. Cc1ccc(S(=O)(=O)N2CCN(Cc3nc4ccc(C)cc4o3)CC2)c(C)c1
  -1.0%	-8.0%	0.2%	0.0%	2.7%	10.1%	-7.7%
11. O=C(c1ccc2c(c1)N(Cc1ccccc1F)C(=O)c1ccccc1S2=O)N1CCN(c2ccccc2)CC1 (centres undefined)
  6.3%	-5.5%	4.7%	-1.6%	-2.9%	6.1%	-14.1%
12. COc1cccc(C2C(C(N)=O)=C(C)Nc3ncnn32)c1 (centres undefined)
  0.7%	-8.6%	10.9%	0.6%	-8.3%	17.2%	-10.0%
13. COCCNC(=O)c1cc(-c2cccc(Cl)c2)on1
  6.3%	-0.7%	10.6%	0.6%	0.8%	9.1%	1.3%
14. O=C(CCNS(=O)(=O)c1ccc2c(c1)CCN2C(=O)C1CC1)Nc1ccc(Cl)cc1
  1.2%	-0.8%	22.3%	-0.1%	6.3%	-18.3%	0.0%
15. CCOc1ccc(-c2cn3c(n2)sc2cc(C(=O)NCCC4=CCCCC4)ccc23)cc1
  -0.1%	0.5%	4.7%	-0.8%	10.6%	-10.1%	-3.9%
16. CC(=O)Nc1ccc(NC(=O)c2ccc3c(c2)NC(=O)c2ccccc2S3)cc1
  4.4%	0.2%	15.0%	-1.4%	13.3%	.	.
17. COc1ccc(NC(=O)c2ccc3c(c2)c(C)c(C)n3Cc2ccc(F)cc2)cc1
  2.7%	8.9%	?	-0.2%	1.4%	11.8%	-11.3%
18. Cc1cccc(NC(=O)C2CCN(c3nnc(-n4c(C)ccc4C)s3)CC2)c1C
  3.4%	-2.3%	-19.8%	-3.2%	0.5%	-5.2%	-18.5%
19. COc1cc(OC)c(C2C=C(c3ccc(C)cc3)Nc3c(C(=O)Nc4ccccc4)cnn32)cc1OC (centres undefined)
  1.2%	-6.7%	-26.4%	-1.1%	10.5%	19.5%	?
20. O=C1CCCc2[nH]c(=O)c(-c3nc(-c4cccc([N+](=O)[O-])c4)cs3)cc21
  5.8%	1.8%	-8.8%	-2.0%	3.7%	?	-1.1%

# An excerpt from above in order of length of the SMILES, rising.
# Values run as follows: GALK inh	PTAP-TSG101 blk	p53null 39C kill	B2AR arrestin ag	p53null 32C kill	NTMT1 inh	FH mod
13. COCCNC(=O)c1cc(-c2cccc(Cl)c2)on1
  6.3%	-0.7%	10.6%	0.6%	0.8%	9.1%	1.3%
6. Cc1ccc(NC(=O)Cn2c(=O)n(CCC(C)C)c(=O)c3cccnc32)cc1C
  5.3%	0.1%	-18.7%	0.3%	-0.5%	1.5%	3.0%
8. CSc1ccc(CCNC(=O)C(C)n2nc(C)c3c(C)n(-c4ccccc4)nc3c2=O)cc1 (centres undefined)
  -1.0%	-2.9%	23.5%	1.1%	-18.5%	-7.8%	-7.4%
19. COc1cc(OC)c(C2C=C(c3ccc(C)cc3)Nc3c(C(=O)Nc4ccccc4)cnn32)cc1OC (centres undefined)
  1.2%	-6.7%	-26.4%	-1.1%	10.5%	19.5%	?

# (further entries)
# Values run as follows: GALK inh	PTAP-TSG101 blk	p53null 39C kill	B2AR arrestin ag	p53null 32C kill	NTMT1 inh	FH mod
21. Cc1cc(=O)[nH]c2nnc(SCc3ccccc3F)n12
  -2.2%	2.2%	14.3%	-0.8%	-6.5%	0.8%	2.6%
22. CCOC(=O)COc1ccc([N+](=O)[O-])cc1-c1ccnc2cc(-c3ccc(C)cc3)nn12
  0.0%	-1.7%	.	0.1%	.	3.7%	-0.6%
23. Cc1cc(C)c2oc(C(=O)NCCc3ccc(S(N)(=O)=O)cc3)cc(=O)c2c1
  0.1%	0.0%	-0.9%	0.2%	3.8%	-3.4%	-4.8%
24. COc1ccccc1CNC(=O)CN1C(=O)COc2ccc(S(=O)(=O)N3CCCCC3)cc21
  4.0%	-7.2%	-11.2%	2.3%	-11.0%	-1.0%	-15.0%
25. CCC(C(=O)Nc1cc(OC)cc(OC)c1)n1nc(-c2ccc(C)c(C)c2)ccc1=O (centres undefined)
  -10.1%	-5.2%	?	-2.0%	8.4%	22.9%	?
26. CCN1CCN(Cc2nc3cc(NC(=O)c4cc(OC)c(OC)c(OC)c4)ccc3n2CC)CC1
  -9.9%	5.0%	7.6%	-3.2%	3.0%	-1.5%	4.3%
27. CN(C(=O)CSc1nc2ccc(NC(=O)c3ccco3)cc2s1)c1ccccc1
  5.7%	2.9%	-1.9%	-4.2%	-0.7%	-1.2%	-22.8%
28. CCN(C(=O)C1CCC(CNS(=O)(=O)c2cccc3nsnc23)CC1)c1cccc(C)c1 (centres undefined)
  8.3%	-10.0%	-18.7%	-1.3%	-3.3%	-7.9%	-8.5%
29. O=C(Cn1c(=O)n(-c2ccc(Cl)cc2)c(=O)c2c3c(sc21)CCC3)c1ccc(F)cc1
  6.4%	2.4%	-18.8%	-2.2%	2.2%	?	-14.3%
30. CC(=O)c1ccc(N2CCN(c3ncnc4c3c(-c3ccccc3)cn4-c3ccc(C)c(Cl)c3)CC2)cc1
  2.8%	-3.0%	-4.4%	3.5%	-4.8%	-4.7%	2.9%
31. COc1ccc(N2CC(NC(=O)c3ccc(S(=O)(=O)N4CCCCC4)cc3)CC2=O)cc1 (centres undefined)
  1.7%	-6.6%	8.6%	-0.5%	1.0%	?	3.6%
32. COc1ccc(Cl)cc1NC(=O)Nc1c[nH]c(=O)[nH]c1=O
  0.0%	0.7%	-14.7%	0.8%	0.7%	-3.9%	-11.3%
33. O=C(Cn1c(=O)n(-c2ccccc2)c(=O)c2sc3ccccc3c21)N1CCCC1
  0.1%	1.2%	5.9%	0.9%	-2.4%	-14.9%	-10.2%
34. Brc1cccc(-c2cnn3c(-c4ccccc4)cc(-c4ccccc4)nc23)c1
  1.5%	-3.4%	-5.6%	0.1%	0.0%	.	.
35. COCCCNC(=O)Cn1c(=O)n(Cc2ccc(C(=O)NCc3ccc(C)cc3)cc2)c(=O)c2ccccc21
  1.1%	0.5%	2.8%	0.4%	0.1%	79.4µM*	-8.5%
36. CCN(CC)c1ccc(C2C(C(N)=O)=C(C)Nc3nc(SCc4ccccc4)nn32)cc1 (centres undefined)
  5.0%	14.7%	15.7%	0.8%	0.9%	-2.8%	-1.0%
37. CCOc1ccc(CNS(=O)(=O)c2ccc3c(c2)CC(C)N3C(C)=O)cc1OC (centres undefined)
  2.0%	0.8%	-3.6%	0.2%	3.7%	19.2%	1.9%
38. Cc1ccccc1C(=O)N1CC(=O)Nc2ccc(Cl)cc2C1c1ccccc1 (centres undefined)
  0.9%	-2.5%	4.0%	0.7%	16.7%	-10.1%	-4.4%
39. COc1ccc(NC(=O)CN2C(=O)CC(c3ccco3)Sc3ccccc32)cc1OC (centres undefined)
  4.0%	-5.4%	7.1%	0.7%	-4.5%	-5.4%	?
40. Nc1c(C(=O)Nc2cccc(F)c2)nnn1-c1cccc(C(F)(F)F)c1
  3.4%	-0.6%	10.8%	-2.2%	-2.7%	10.3%	7.6%
41. CCOc1ccc(CC(=O)Nc2c(C(=O)c3ccc(F)cc3)oc3ccc(Cl)cc23)cc1OCC
  8.0%	0.4%	-23.4%	0.2%	5.7%	15.3%	-2.1%
42. CCOC(=O)Cn1c(=O)n(CC2CCCO2)c2nc(-c3c(F)cccc3Cl)nc(C(N)=O)c21 (centres undefined)
  -0.3%	-0.8%	2.7%	0.6%	-13.3%	14.8%	-1.7%
43. N#Cc1ccc(-c2cccs2)nc1SCc1ccc(Cl)cc1Cl
  8.0%	-1.7%	?	0.8%	-14.5%	20.3%	-7.8%
44. CNC(=O)CSc1cn(CC(=O)N2CCCCCC2)c2ccccc12
  0.6%	3.1%	-4.0%	-0.6%	-0.9%	9.6%	-11.8%
45. Cc1ccc(-c2nc(NC(=O)CSc3ccc4ccccc4n3)ns2)cc1
  0.5%	-2.2%	3.3%	0.4%	1.7%	-14.1%	7.1%
46. COc1ccc(-c2cc(C(F)(F)F)n3nc(C(=O)Nc4sc5c(c4C(=O)OC(C)C)CCC(C)C5)cc3n2)cc1 (centres undefined)
  -18.3%	-3.8%	36.7%[activator]	0.7%	-1.1%	3.1%	-5.6%
47. Cc1ccccc1Cn1c2ccccc2c2cnn(CC(=O)NCc3cccc(Cl)c3)c(=O)c21
  -13.1%	4.5%	-12.7%	-2.5%	1.4%	8.9%	1.1%
48. COc1ccccc1N1CCN(S(=O)(=O)c2ccc(F)c(C(=O)Nc3ccc(C)c(F)c3)c2)CC1
  -0.1%	-0.9%	14.1%	4.2%	19.7%	24.0%	-26.1%
49. Cc1cc(C)cc(NC(=O)[C@H]2O[C@@H]3OC(C)(C)O[C@@H]3[C@H]3OC(C)(C)O[C@H]32)c1
  8.0%	0.2%	-7.7%	-3.7%	0.9%	9.9%	-11.3%
50. COc1ccc(Cl)cc1NC(=O)Cn1c(=O)n(Cc2cccs2)c(=O)c2cccnc21
  -9.3%	6.5%	-14.3%	0.4%	-13.1%	-3.4%	-35.2%
51. CCOC(=O)c1sc(NC(=O)C2c3ccccc3Oc3ccccc32)c(C(=O)OCC)c1C
  1.6%	-9.8%	-3.0%	0.7%	3.6%	4.4%	-19.7%
